GlmU inhibition: inhibition of mycobacterial GlmU enzyme – biochemical, glucosamine-1-phosphate acetyltransferase (AID 1376). M. tuberculosis GlmU acetyltransferase enzyme assay; higher % means a stronger effect. inhibition, %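 (tested at 30 µM in the primary screen)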, or IC50 in µM where a hit was titrated. 220,000 tested, 0.25% active; in the data active = inhibition above about 13%;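 also: 0% = complete reaction with vehicle and 100% = reaction without substrate; strong numbers were not always called active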
RmlCD inh 1536: blocks M. tuberculosis RmlC and RmlD coupled enzymes; P9WH09+P9WH11; RmlC+RmlD coupled enzyme assay, percent inhibition; primary screen in compound mixtures; inhibition, % at 3.6 µM; 160,000 tested, 0.03% active; AID 1533; in the data active = inhibition mostly above about 34%, no sharp cut-off; also: some results filed as inactive read as strong as hits
Target sequence (P9WH09 whole entry, looked up): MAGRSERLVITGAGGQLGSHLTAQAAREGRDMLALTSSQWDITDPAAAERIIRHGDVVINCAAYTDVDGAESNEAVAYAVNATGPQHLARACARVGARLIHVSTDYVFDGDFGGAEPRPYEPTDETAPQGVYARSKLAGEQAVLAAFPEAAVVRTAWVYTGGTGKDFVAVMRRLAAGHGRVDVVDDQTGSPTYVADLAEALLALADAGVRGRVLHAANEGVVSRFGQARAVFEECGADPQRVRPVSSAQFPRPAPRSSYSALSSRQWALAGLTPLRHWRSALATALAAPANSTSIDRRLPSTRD
Target sequence (P9WH11 whole entry, looked up): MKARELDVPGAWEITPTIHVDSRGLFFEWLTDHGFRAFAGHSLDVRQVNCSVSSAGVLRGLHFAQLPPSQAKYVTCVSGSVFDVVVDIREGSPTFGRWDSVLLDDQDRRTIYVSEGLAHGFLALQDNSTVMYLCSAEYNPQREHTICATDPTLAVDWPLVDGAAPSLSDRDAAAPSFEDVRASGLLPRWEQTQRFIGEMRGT
Active calls of the source: *; x = not tested or not shown. This is a subset; count on the stated rates, not on these rows.

SMILES	GlmU inhibition	RmlCD inh 1536
Cc1nc(N2CCCCC2C)c2c(C)c(C(=O)Nc3ccccc3C(F)(F)F)sc2n1 (stereo not given)	-2.4%	5
CC(=O)c1ncnn1CC(=O)c1ccc(Cl)cc1Cl	4.6%	5
CCOC(=O)N1CCN(C(=O)COc2cc(C)c(Cl)c(C)c2)CC1	-0.9%	-9
O=C(NCC(c1cccnc1)N1CCN(c2ccc(F)cc2)CC1)c1cccc(Cl)c1 (stereo not given)	-5.7%	-9
O/N=C1\CCCc2oc3c(c21)CCCC3	0.9%	7
C/C(=N\NC(=O)CSCc1cccc(Br)c1)c1ccc([N+](=O)[O-])cc1	-0.7%	x
CCN(CC)C(=O)CSc1nc(C)cc(-c2cccs2)c1C#N	3.2%	x
COc1cc(C2NC(=O)NC(c3ccccc3)=C2C(C)=O)cc(Cl)c1OCC(=O)O (stereo not given)	4.5%	2
CN(C)c1ccc(/C=C/c2nc3ccccc3s2)cc1	-1.3%	1
N/C(=N\OC(=O)CCCc1ccccc1)c1cccc([N+](=O)[O-])c1	0.2%	6
CCOC(=O)c1ccc(NC(=O)N2CCN(c3ccccn3)CC2)cc1	-2.1%	1
Cc1ccc(CNC(=O)C(=O)Nc2nccs2)cc1	-1.0%	-2
S=C(Nc1ccc(Br)cc1)N1CCN(C2CCCCC2)CC1	0.9%	-11
O=C(CC1SCCNC1=O)Nc1ccccc1Cl (stereo not given)	-3.6%	0
CCCOc1ccc(C(=O)NCC(c2ccco2)N(C)C)cc1OC (stereo not given)	0.0%	8
CC(=O)c1cccc(NC(=O)N2CCCc3ccccc32)c1	-3.0%	-4
O=Cc1c(SCCO)nc2ccccn2c1=O	x	-5
CCCOc1ccc(N2C(=O)CC(NCc3cccs3)C2=O)cc1 (stereo not given)	1.8%	x
COC(=O)c1ccccc1Oc1c(F)c(F)nc(N2CCOCC2)c1F	-2.4%	x
N#CC(c1ccc(Cl)nn1)c1c(F)cccc1Cl (stereo not given)	-1.4%	7
CCC(=O)N1CCN(c2ccccc2NC(=O)c2cccc(C)c2)CC1	1.0%	x
CCOC(=O)C1CCN(C(=O)CCc2ccccc2)CC1	1.3%	-2
O=C1CSC(c2cccnc2)N1Cc1cccnc1 (stereo not given)	1.1%	9
CCOC(=O)c1sc2ccc(S(=O)(=O)N3CCCCC3)cc2c1N	0.8%	-2
CCNc1nc(OC)nc(SCC(=O)Nc2ccccc2)n1	8.1%	15

By substructure: the compounds so far containing a nitro group on carbon (two)
SMILES	GlmU inhibition	RmlCD inh 1536
C/C(=N\NC(=O)CSCc1cccc(Br)c1)c1ccc([N+](=O)[O-])cc1	-0.7%	x
N/C(=N\OC(=O)CCCc1ccccc1)c1cccc([N+](=O)[O-])c1	0.2%	6

Reprinted at random: seven records from the list, in no set order.
SMILES	GlmU inhibition	RmlCD inh 1536
O=C(NCC(c1cccnc1)N1CCN(c2ccc(F)cc2)CC1)c1cccc(Cl)c1 (stereo not given)	-5.7%	-9
CCN(CC)C(=O)CSc1nc(C)cc(-c2cccs2)c1C#N	3.2%	x
COC(=O)c1ccccc1Oc1c(F)c(F)nc(N2CCOCC2)c1F	-2.4%	x
CCOC(=O)c1ccc(NC(=O)N2CCN(c3ccccn3)CC2)cc1	-2.1%	1
N/C(=N\OC(=O)CCCc1ccccc1)c1cccc([N+](=O)[O-])c1	0.2%	6
O/N=C1\CCCc2oc3c(c21)CCCC3	0.9%	7
S=C(Nc1ccc(Br)cc1)N1CCN(C2CCCCC2)CC1	0.9%	-11

The list goes on:
SMILES	GlmU inhibition	RmlCD inh 1536
Cc1cc(N2CCC(C(=O)NC3CC3)CC2)nc(-c2ccccc2)n1	1.4%	x
CC(C)C(=O)Nc1cccc(-c2nc3ccccc3o2)c1	-3.1%	9
CCCS(=O)(=O)N1CCC(C(=O)NCCc2ccc(OC)c(OC)c2)CC1	4.6%	-2
CCOc1ccc(C(=O)Nc2nnc(C(C)C)s2)cc1OCC	1.5%	x
O=C(Nc1ccc(F)cc1F)c1noc2c1CCC2	1.3%	10
CCn1nnc(-c2ccccc2NC(=O)c2cnccn2)n1	3.1%	x
O=C(COC(=O)c1ccc(O)cc1)NCC1CCCO1 (stereo not given)	-1.9%	-9
O=C(Cn1sc2ccccc2c1=O)NC12CC3CC(CC(C3)C1)C2	-3.9%	12
O=C(c1cccc(-n2cnnn2)c1)N1CCOCC1	-4.5%	-2
CCCCCC(=O)Nc1ccc(N2CCN(CC)CC2)c(Cl)c1	-1.5%	1
O=C(CSCc1ccc(Cl)cc1)NN=C1CCCC1	2.8%	x
O=C(O)CCC(=O)Nc1ccc(S(=O)(=O)N2CCCC2)cc1	9.7%	4
CCOc1ccc(CNCc2ccc(C(=O)O)cc2)cc1OC	-4.0%	5
CN(C(=O)COC(=O)c1ccccc1NC(=O)c1ccco1)C1CCS(=O)(=O)C1 (stereo not given)	8.8%	12
CCOc1ccc(N=C2Sc3nc4ccc(C)cc4cc3CN2CCOC)cc1	-4.9%	-5
CCOC(=O)C1=C(C)N(CC)C(=S)NC1c1ccccc1OC(F)F (stereo not given)	0.2%	-14
O=c1[nH]c(O)c(C=Nc2ccccc2Oc2ccccc2)c(=O)[nH]1	3.0%	7
CSc1nc2ccc3nc(NC(=O)c4ccccc4)sc3c2s1	0.9%	9
CC(Sc1ccc(Cl)cc1)C(=O)NCc1ccc2c(c1)OCO2 (stereo not given)	-3.6%	-1
Cc1cc([N+](=O)[O-])ccc1NC(=O)C1CCCO1 (stereo not given)	2.6%	x
Cc1cc(C)nc(Nc2n[nH]c(COc3cccc4ccccc34)n2)n1	x	21
Clc1ccc(OCCN2CCOCC2)cc1Cl	1.2%	x
S=c1[nH]nc(-c2ccco2)n1/N=C/c1cccc(Cl)c1	6.0%	6
Cc1cc(/C=N/NC(=O)CC2(C)OCCO2)c(C)n1-c1ccc(Cl)c(Cl)c1	4.2%	x
CC(/C=C/c1ccco1)=N/NC(=O)c1ccccc1Cl	-0.2%	x

(list continues)
SMILES	GlmU inhibition	RmlCD inh 1536
C=CCNC(=O)CCCCC(=O)NCC=C	1.2%	8
COc1ccc(NC(=O)CN2CCN(CC(=O)Nc3ccccc3F)CC2)c(OC)c1	-0.5%	8
CCOC(=O)c1ccc(NC(=O)CC2S/C(=N/N=C3/NC(=O)CS3)NC2=O)cc1 (stereo not given)	-7.7%	x
Cc1ccc(-c2n[nH]c(=S)n2/N=C/C=C/c2ccccc2[N+](=O)[O-])cc1	6.8%	5
CCOC(=O)Cn1nc2sc3ccccc3n2c(=O)c1=O	3.1%	8
COC(=O)c1ccc(NC(=O)CSCc2ccccc2C)cc1	0.1%	-4
COC(=O)c1ccc(OCC(O)CN(CC(C)C)CC(C)C)cc1 (stereo not given)	-1.4%	-1
CCn1nnc(NC(=O)c2cccnc2)n1	0.9%	x
O=C(CSc1ncn(-c2ccccc2)n1)Nc1ccc2c(c1)OCCO2	4.2%	x
CC1=C(C(=O)Nc2ccccc2C)C(c2ccc(C)o2)n2c(s/c(=C/c3ccccc3)c2=O)=N1 (stereo not given)	1.3%	x
CC(C)[C@H](NC(=O)[C@@H]1CSCN1C(=O)OC(C)(C)C)C(=O)NCC1CCC(C(=O)O)CC1 (stereo not given in full)	2.7%	28
Cn1c(C(=O)O)cnc1Sc1ncc(C(F)(F)F)cc1Cl	x	-10
Cc1cccc(C)c1NC(=S)NC1CCCCC1	5.5%	5
Nc1cc(N)nc(SCCN2CCCCC2)n1	-2.0%	-4
O=C(N/N=C1\C2CN3CCN(C2)CC1(c1ccccc1)C3)c1ccc(F)cc1	6.3%	4
Nc1c(-c2ccc(Cl)cc2)cnn1-c1cccc([N+](=O)[O-])c1	0.2%	-5
CCOC(=O)c1cnn(-c2ccc(Cl)cc2)c1C1CCN(C(=O)OC(C)(C)C)CC1	-6.1%	-2
CC(=O)Nc1nc(C)c(Oc2ccc(C)cc2)c(=O)[nH]1	-6.2%	x
O=C(C1=C[C@@H](c2coc3ccccc3c2=O)C[C@@H](OCc2ccc(CO)cc2)O1)N1CCN(Cc2ccccc2)CC1	-3.2%	x
COc1ccc(CN(CC2CCC(C(=O)O)CC2)C(=S)Nc2cc(C)cc(C)c2)cc1 (stereo not given)	3.3%	x
O=C(NCc1ccco1)C(c1ccc(F)cc1)N(CC1CCCO1)C(=O)Cn1nnc2ccccc21 (stereo not given)	-2.4%	-1
CN(C)S(=O)(=O)c1cccc(NC(=O)COC(=O)c2ccc3c(c2)OCO3)c1	-3.8%	-1
CCOC(=O)C1CCN(C(=O)CC2C(=O)N(Cc3ccccc3)C(C)c3nc4ccccc4n32)CC1 (stereo not given)	3.4%	7
Cc1ccc2c(Cl)cc(Cl)c(OCC(=O)O)c2n1	-4.3%	-11
Fc1ccc(NC(=S)Nc2ccc(Br)cc2)cc1	-5.7%	-10

Next section:
SMILES	GlmU inhibition	RmlCD inh 1536
O=C(COC(=O)c1ccc(Br)o1)NCc1ccco1	-2.0%	x
O=C(O)c1ccccc1SC1CC(=O)N(C2CCCCC2)C1=O (stereo not given)	-4.4%	-10
CCC1(C(=O)c2ccccc2)C(c2ccc([N+](=O)[O-])cc2)C1(C(=O)OC)C(=O)OC (stereo not given)	1.4%	3
O=C(Cn1nc(Cc2cccnc2)c2ccccc2c1=O)N1CCC2(CC1)OCCO2	7.3%	10
O=C1CCC/C(=N/NC(=O)c2ccc(CN3c4cccc5cccc(c45)S3(=O)=O)cc2)C1	-6.6%	-4
Cc1nnn(C23CC4CC(CC(CC(=O)Nc5ccc(C)c(Cl)c5)(C4)C2)C3)n1	5.9%	-7
Cc1nnc(SCc2nc3ccccc3nc2C)s1	-2.9%	x
Fc1ccc(-c2csc3ncnc(N4CCc5ccccc5C4)c23)cc1	-1.6%	x
O=C(CSc1ncnc2nc[nH]c12)Nc1ccccc1C(F)(F)F	x	5
O=S(=O)(Nc1nc2ccccc2nc1NCC1CCCO1)c1ccccc1 (stereo not given)	4.0%	x
O=C(CNC(=O)C(c1ccccc1)c1ccccc1)N/N=C/c1cccnc1	-5.9%	8
Cc1cccc(/C=N/n2c(-c3cc(-c4ccccc4)n[nH]3)n[nH]c2=S)c1	5.5%	4
CC(Sc1nc2ccccc2[nH]1)C(=O)O (stereo not given)	0.6%	8
CCSC1=C(C#N)C(c2ccc3c(c2)OCO3)C2=C(CCCC2=O)N1 (stereo not given)	4.9%	4
Cc1ccc2nc(-c3ccncc3)cc(C(=O)Nc3ccc(OC(F)F)cc3)c2c1	0.0%	3
O=C1C2C3C=CC(C4CC34)C2C(=O)N1/N=C/c1ccc(-c2ccc(F)cc2[N+](=O)[O-])o1 (stereo not given)	1.7%	x
CCOC(=O)c1sc(NC(=O)CSc2n[nH]c(C)n2)nc1C	5.2%	-2
O=C(Cc1ccccc1)Nc1ccccc1Oc1ccccc1	4.9%	-6
Cc1cccc(-c2ncc(S(=O)(=O)C(C)(C)C)c(N)n2)c1	0.4%	3
Cc1c(N=Cc2cc3c(cc2Cl)OCO3)c(=O)n(-c2ccccc2)n1C	-1.7%	x
CCOc1ccc(C(C)NC(=O)Cc2ccccc2)cc1OCC (stereo not given)	1.0%	5
CCC1(C)Cc2c(sc3nc4n(c(=O)c23)CCS4)CO1 (stereo not given)	-1.5%	x
CCCCCCCN(C(=O)CCl)c1cccc(C)c1	-1.6%	10
Cc1cc(C(=O)OCC(=O)NCc2ccc3c(c2)OCO3)c2ccccc2n1	1.0%	-15
Cc1ccc(C(C)C)c(OCc2ccc(C(=O)N/N=C/c3ccc(O)c(O)c3)cc2)c1	12%	2

The list continues.
SMILES	GlmU inhibition	RmlCD inh 1536
COc1ccc(C(CNC(=O)Cn2[nH]c(=O)c3ccccc3c2=O)N2CCCC2)cc1 (stereo not given)	0.6%	x
Cn1nnc(NC(=O)c2ccccc2F)n1	-2.4%	11
CC(c1ccco1)N(C(=O)c1ccc(C#N)cc1)c1ccccn1 (stereo not given)	0.9%	x
COc1ccc(/C=N/NC(=O)CCn2cnc3ccccc32)cc1	-3.8%	12
Cc1cccc(N2C(=O)CC(Sc3nc(-c4ccccc4)c4cc(Cl)ccc4n3)C2=O)c1 (stereo not given)	2.0%	x
COc1ccc(NC2=Nc3cccc4cccc2c34)cc1OC	0.5%	x
COc1ccc(NC(=O)COC(=O)CC2CC3CCC2C3)c([N+](=O)[O-])c1 (stereo not given)	-3.5%	10
CN1C(=O)C(=Cc2c(OCc3cnc(Cl)s3)ccc3ccccc23)C(=O)N(C)C1=O	0.5%	26
Cc1ccc(NC(=S)NNC(=O)CSc2nnc(-c3ccc(Cl)cc3)n2C2CCCCC2)cc1	-1.3%	-10
Cn1c(=O)c2c(ncn2CC(N)=O)n(C)c1=O	0.8%	-7
Cc1nn(-c2ccccc2)c2nc(Cl)c(C(=O)O)cc12	1.6%	-9
COc1ccccc1C(=O)NCCC(=O)N1CC(=O)Nc2ccccc21	4.8%	-1
Cn1nc(C(=O)NC(C)(C)C)c2ccccc21	0.7%	7
CC(C)(C)c1ccc(S(=O)(=O)N2CCCC2C(=O)NC2=NCCS2)cc1 (stereo not given)	-2.3%	9
O=C(Nc1ccc(Br)c2cccnc12)c1ccc(Cn2cc(Cl)cn2)o1	1.5%	x
O=C(COc1c(F)c(F)c(C(F)(F)F)c(F)c1F)Nc1ccc(N2CCOCC2)c(Cl)c1	-3.2%	12
O=C(CSc1nnc(C2CC2)n1Cc1ccccc1)c1cc2ccccc2o1	-1.5%	-1

Source: PubChem
